Bioassay records deposited in PubChem by National Center for Advancing Translational Sciences (NCATS).
POLI inh: inhibitors of human DNA polymerase iota; Q9UNA4; Pol iota fluorescent replication assay, 10 min; Potency, µM (doses to about 115 µM), without a hit: at the highest dose activity, negative = inhibition, usual class: inhibitors; 390,000 tested, 1% active; note: potency is the fitted concentration of half-maximal effect
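Fluorescent replication assay read twice, at 0 min and 10 min after adding 50 nM (final) substrate. Enzyme (10 nM) and compounds were first incubated 15 min at room temperature; enzyme-free buffer wells were negative controls.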
Pol kappa inh: DNA polymerase kappa (human) inhibition. Q9UBT6. purified Pol kappa, fluorescent DNA synthesis assay, 10 min. Potency, µM (series often up to 107 µM), for the others: top-dose activity, negative = inhibition, hits mostly inhibitors. 400,000 tested, 0.53% active. AID 588579; note: potency is the fitted concentration of half-maximal effect; % is set by controls: 0 for no effect and ±100 for the full control effect
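Enzyme at 10 nM met test compounds for 15 min at room temperature. Substrate addition (50 nM final) began the reaction, which was monitored by fluorescence at 0 and 10 min.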
GRP78 ERSR act: ER stress response induction in glioma | U87-MG GRP78 promoter luciferase reporter, 16 h | Potency, µM, inactives show at the top dose activation, actives largely listed as activators | 420,000 tested, 0.02% active; note: potency is the fitted concentration of half-maximal effect; series mostly up to about 76 µM; % of control where 0% means no effect; nearly all actives have a fitted effect of over 35% in size
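ERSR induction read as luciferase luminescence (Bright-Glo, 10 min at room temperature) in stably transfected human U87-MG glioma cells exposed to compounds for 16 h, using GRP78 as sensor.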
APE1 inh: inhibitors of human APE1 endonuclease; P27695; recombinant APE1, TAMRA/BHQ-2 abasic DNA cleavage fluorescence; Potency, µM (doses to about 65.8 µM), without a hit: top-dose activity change, negative = inhibition, most hits filed as inhibitors; 350,000 tested, 0.35% active; AID 2517;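 note: potency is the fitted concentration of half-maximal effect; plate controls were vehicle for no effect and reference inhibitor for full effect; nearly all actives have a fitted effect of over 55% in size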
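Endonuclease cleavage of a quenched abasic-site DNA duplex (50 nM) by APE1 (0.75 nM) was tracked by TAMRA dequenching. Compounds were preincubated with enzyme 15 min at room temperature; data normalized to buffer-only and DMSO wells plus NSC13755 control.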
LDHA inh: blocks human lactate dehydrogenase A. P00338. purified LDHA, NADH/diaphorase-resazurin fluorescence; hits give low values. activity change, % (values are at about 110 or 230 µM). 480,000 tested, 0.15% active; in the data active = activity change below about -30%; inconclusive = mostly about -25% to -30%;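 note: plate controls were DMSO wells for no effect and wells without enzyme for full effect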
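Human LDH5 at 2 nM final in Tris HCl pH 7.4 with 0.06 mM NADH and 0.2 mM pyruvate, reacted 5 minutes at room temperature. Remaining NADH coupled via diaphorase/resazurin; resorufin fluorescence read at 0 and 20 minutes, normalized to enzyme-free and DMSO wells.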
BLM inh: Bloom syndrome helicase (human) inhibition | recombinant BLM DNA unwinding, fluorescence dequenching | Potency, µM (doses to about 56.1 µM), for inactives: at the top dose activity change, negative = inhibition, hits mostly inhibitors | 350,000 tested, 0.2% active;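 note: potency is the fitted concentration of half-maximal effect; plate controls were vehicle for no effect and no enzyme for full effect; nearly all actives have a fitted effect of over 35% in size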
Apoferritin bind: binds horse apoferritin like a general anesthetic; apoferritin/1-aminoanthracene competitive binding, fluorescence; Potency, µM (highest dose often 77.5 µM), for the others: top-dose activity change, negative = displacement, hits mostly inhibitors; 350,000 tested, 0.074% active; note: potency is the fitted concentration of half-maximal effect; % is set by controls: 0 for no effect and ±100 for the full control effect; nearly all actives have a fitted effect of over 20% in size
Target sequence (P02791 2-175 limits assumed): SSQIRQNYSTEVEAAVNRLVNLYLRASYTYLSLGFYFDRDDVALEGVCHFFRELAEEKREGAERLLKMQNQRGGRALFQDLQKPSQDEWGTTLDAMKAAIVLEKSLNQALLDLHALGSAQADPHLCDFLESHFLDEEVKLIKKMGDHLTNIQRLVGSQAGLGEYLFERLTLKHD
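Apoferritin-based anesthetic binding model; compound displacement of fluorescent 1-AMA measured as endpoint fluorescence after 10 minutes at room temperature, scaled to free-ligand and complex controls.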
Pol eta inh: DNA polymerase eta (human) inhibition; 390,000 tested, 1.2% active; recombinant Pol eta, fluorescent DNA replication assay; Potency, µM (series often up to 114 µM), for the others: top-dose activity change, negative = inhibition, usual class: inhibitors; AID 588591; note: potency is the fitted concentration of half-maximal effect; % is set by controls: 0 for no effect and ±100 for the full control effect
Target sequence (Q9Y253 whole entry, looked up): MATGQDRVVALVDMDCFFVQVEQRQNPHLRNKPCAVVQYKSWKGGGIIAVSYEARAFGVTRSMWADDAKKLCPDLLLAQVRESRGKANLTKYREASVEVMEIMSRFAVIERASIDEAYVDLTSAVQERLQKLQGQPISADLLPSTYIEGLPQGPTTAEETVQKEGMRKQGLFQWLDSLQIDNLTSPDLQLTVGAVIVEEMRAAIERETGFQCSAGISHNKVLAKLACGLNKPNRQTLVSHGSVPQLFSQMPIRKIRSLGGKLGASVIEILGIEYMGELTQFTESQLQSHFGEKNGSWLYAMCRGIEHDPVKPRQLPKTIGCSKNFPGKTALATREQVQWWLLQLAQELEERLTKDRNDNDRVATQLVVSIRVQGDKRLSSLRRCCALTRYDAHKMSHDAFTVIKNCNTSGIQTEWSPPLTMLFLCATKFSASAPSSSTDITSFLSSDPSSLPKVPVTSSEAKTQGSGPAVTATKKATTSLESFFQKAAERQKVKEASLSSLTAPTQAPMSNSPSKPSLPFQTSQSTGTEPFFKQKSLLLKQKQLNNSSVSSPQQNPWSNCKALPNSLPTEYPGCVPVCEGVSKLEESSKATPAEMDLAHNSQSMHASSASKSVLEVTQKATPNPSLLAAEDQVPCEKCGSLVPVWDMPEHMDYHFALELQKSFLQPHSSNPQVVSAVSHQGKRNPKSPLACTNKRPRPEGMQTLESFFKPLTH
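Pol eta (10 nM) was preincubated with compounds for 15 min at room temperature, after which fluorescent replication substrate (50 nM final) was added to start the reaction. Fluorescence was read kinetically at 0 and 10 min.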
POLB inh: blocks human DNA polymerase beta activity; AID 485314; Pol beta primer extension/strand displacement, fluorescence kinetic; 340,000 tested, 1.3% active; Potency, µM (titrated, usually from 114 µM), without a hit: at the top dose activity change, negative = inhibition, usual class: inhibitors; P06746; note: potency is the fitted concentration of half-maximal effect; % is set by controls: 0 for no effect and ±100 for the full control effect
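10 nM enzyme + cpd, 15 min RT; start with substrate 50 nM final; read 0 min and after 10 min RT. Corrected, normalized data; 4-parameter Hill curve fit.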
* = called active by the depositor; u = inconclusive; x = not tested or not shown; & = joins results of further samples; [ ] = another dose, or the depositor's remark. Unless noted, calls come from the whole dose curve; as a rule, active = well fitted curve in the direction sought with a large enough effect; inconclusive = small, poorly fitted or top-dose-only effect, or another doubt; inactive = no such curve, though single readings can be large; an effect the other way counts as inactive or inconclusive. The list is partial (hit frequency here may not be typical).

Order of results – POLI inh	Pol kappa inh	GRP78 ERSR act	APE1 inh	LDHA inh	BLM inh	Apoferritin bind	Pol eta inh	POLB inh
N=c1c(C(=O)NCC2CCCO2)cc2c(=O)n3ccccc3nc2n1Cc1ccc(Cl)cc1 (stereo not given)
 : u	-11.1%	-4.3%	-3.4%	-2.2	4.9%	5.8%	-7.3%	76.0%
COCCNC(=O)/C(C#N)=C/c1ccc(OC(=O)c2cccs2)c(OC)c1
 : 27.4%	-1.7%	2.8%	-0.9%	-3.0	-2.8%	u	-12.4%	11.8%
Cc1ccccc1-c1nc(N2CCNCC2)c2ccccc2n1
 : x	2.3%[60.1 µM]	-1.9%	u	x	-0.6%	x	x	x
O=C(OCCCc1cc2ccccc2c(=O)o1)c1ccc2c(c1)OCO2
 : -4.3%	0.0%	0.8%	14.8%	-7.8	x	x	-4.3%	x
Nc1cc(=O)[nH]c(SCC(=O)Nc2nnc(-c3ccccc3)s2)n1
 : 42.4%[activator]	-4.8%	0.2%	u	-9.1	-7.5%	-2.7%	-3.0%	-14.3%
CCCc1nnc(NC(=O)CSc2ncn[nH]2)s1
 : 19.5%	3.3%	0.0%	1.6%	-7.9	2.4%	-10.4%	-14.3%	u
CCN(CC(=O)Nc1ccccc1OC)C(=O)COc1ccc2ccccc2c1
 : 8.8%	3.4%	-2.6%	18.7%	0.0	1.4%	-4.9%	-8.5%	-11.1%
OCC(O)C1OC(Nc2ccc(Br)cc2)C(O)C1O (stereo not given)
 : 49.3%[activator]	-6.7%	0.6%	-1.8%	-5.6	-3.0%	-3.6%	-14.8%	8.2%
CC(C)(C)NC(=O)C1CC(=O)OC12CCCCC2 (stereo not given)
 : 7.4%	3.2%	-7.3%	2.5%	1.4	-0.1%	-13.4%	-7.0%	-15.7%
CC(=O)NC(CC(=O)Nc1nc(-c2ccc(N(C)S(C)(=O)=O)cc2)cs1)c1ccccc1 (stereo not given)
 : -4.5%	3.1%	-1.5%	48.5%	-4.0	-0.3%	-14.1%	-12.1%	-7.6%

As entered above.
Value of CC(C)(C)NC(=O)C1CC(=O)OC12CCCCC2 (stereo not given) under GRP78 ERSR act: -7.3%
Value of CCCc1nnc(NC(=O)CSc2ncn[nH]2)s1 under LDHA inh: -7.9

(further entries)
Order of results – POLI inh	Pol kappa inh	GRP78 ERSR act	APE1 inh	LDHA inh	BLM inh	Apoferritin bind	Pol eta inh	POLB inh
Cc1cc(C)cc(OCC(=O)OCC(=O)c2c(N)n(C)c(=O)n(C)c2=O)c1
 : -5.6%	-4.9%	-3.2%	-0.1%	-2.5	-2.1%	-11.7%	-10.0%	-2.3%
Cc1ccc(-n2cnc3cc(C(=O)NC4CCCCCC4)ccc32)cc1Cl
 : -6.7%	3.8%[60.1 µM]	-0.5%	x	3.6	-9.6%	47.4%[activator]	-17.2%	u
Cc1ccc(S(=O)(=O)N2CCOC2CNC(=O)C(=O)NCCCc2ccccc2)cc1 (stereo not given)
 : 18.9%	-14.4%	-3.3%	-6.3%	-13.8	-1.2%	-14.5%	-0.4%	12.1%
c1csc(-c2nn3c(-c4ccncc4)nnc3s2)c1
 : x	x	x	-6.1%	x	1.4%	-7.6%	x	1.7%
CCCCN(Cc1cc2ccccc2[nH]c1=O)C(=O)c1ccccn1
 : 3.2%	-2.8%	-0.5%	10.8%	-8.8	1.2%	-0.5%	1.9%	9.1%
O=C(NCCOC(=O)c1ccccc1)c1ccc([N+](=O)[O-])cc1
 : 4.9%	-4.2%	0.9%	4.4%	-0.8	-0.6%	-6.1%	-6.8%	-1.9%
COc1ccc(CNC(=O)CCS(=O)(=O)c2ccc3c(c2)CCN3C(C)=O)cc1
 : 36.0%[activator]	-22.1%	4.6%	-7.4%	-0.7	0.5%	-1.0%	-15.7%	26.9%
CC(=N)C1=C(O)CC(c2ccccc2)CC1=O (stereo not given)
 : 26.1%	7.3%	1.5%	21.0%	-0.2	3.7%	-13.0%	-15.5%	21.5%
CCCc1cc(=O)[nH]c(SCC(=O)N2CCCC2=O)n1
 : 57.9%[activator]	3.7%	-0.9%	-4.0%	2.0	x	x	-4.4%	x
CC1(C)Cc2c(sc(NC(=O)C(=O)N3CCCCC3)c2C(N)=O)CO1
 : -4.6%	16.3%	-1.1%	46.5%	1.3	0.5%	-8.8%	-8.7%	10.9%
CNC(=O)[C@H]1O[C@H](n2cnc3c(NCc4cccc(I)c4)nc(Cl)nc32)[C@@H](O)[C@@H]1O
 : x	-7.7%[19.4 µM]	-3.9%	u	x	-7.3%	x	x	x
CCN(C[C@H]1N[C@@](Cc2ccccc2)(C(=O)OC)[C@H]2C(=O)N(C)C(=O)[C@@H]12)C(=O)NC(C)C
 : 2.4%	5.4%	-1.6%	-4.7%	-5.0	x	x	-19.6%	x
Cc1ccc(C(=O)NCC(=O)OCn2nnc3ccccc3c2=O)cc1
 : 15.5%	-3.4%	-1.7%	15.6%	-7.4	x	x	-11.3%	x
O=C(O)c1nn(CCOc2cccc(Cl)c2)c(=O)c2ccccc12
 : 26.9%	8.6%	-2.4%	-6.4%	0.2	-5.4%	u	-15.3%	-11.6%
CCOc1ccc(S(=O)(=O)Nc2cccc(C(=O)N3CCN(c4ccc(OC)cc4)CC3)c2)cc1
 : 0.2%	-7.7%	-1.1%	2.8%	0.3	-12.2%	-3.7%	4.7%	7.2%
O=C(Cc1ccc(NC(=O)C2CCCN(C(=O)CCc3ccccc3)C2)cc1)Nc1cccc(C(=O)N2CCCCC2)c1 (stereo not given)
 : 0.0%	12.9%	-0.7%	x	-1.4	x	x	-15.6%	x
CC(=O)Nc1ccc(OCC(O)Cn2c3ccccc3c3ccccc32)cc1 (stereo not given)
 : -14.7%	-11.8%	-4.0%	-3.8%	1.5	-4.2%	-12.1%	-19.1%	-12.9%
O=C(/C=C/c1ccc(Cl)cc1Cl)NCCSCc1ccccc1
 : -11.5%	-4.0%	-1.1%	-2.9%	0.5	-9.9%	-18.0%	-12.5%	25.3%
Cc1ccc2oc3c(c(=O)c2c1)C(c1ccccc1F)N(c1ccccn1)C3=O (stereo not given)
 : -21.4%	-29.9%	-2.2%	x	-0.4	0.6%	-4.0%	-10.3%	2.7%
N#Cc1ccccc1S(=O)(=O)N1CCN(c2ccc(S(=O)(=O)N3CCOCC3)cn2)CC1
 : 6.0%	-17.1%	-5.3%	2.0%	0.3	-1.2%	-19.4%	5.0%	6.1%
O=C(O)CNC(=O)/C(=C\c1ccc2c(c1)OCO2)NC(=O)c1ccc(Br)cc1
 : 10.8%	-7.0%	-2.8%	-4.0%	2.5	-4.4%	-5.2%	-7.6%	-2.5%
O=C(O)CCn1c2ccccc2c2nc3ccccc3nc21
 : 82.5%[activator]	-14.4%	7.7%	-14.2%	-5.9	-6.2%	-3.3%	-5.9%	-10.1%
CCCc1cc(N2CCN(C(=O)c3ccco3)CC2)n2c(nc3ccccc32)c1C#N
 : -2.5%	-2.9%	-2.2%	1.6%	-0.3	-5.3%	377.9%[activator]	1.4%	-19.6%
CCc1c(C)[nH]c2c(C)cccc2c1=O
 : -12.3%	-17.4%	-3.8%	-0.5%	-5.4	0.4%	-3.2%	4.4%	12.5%
O=C(NC1CCCCC1)C(c1cccs1)N(C(=O)c1ccco1)c1ccc2c(c1)OCCO2 (stereo not given)
 : -12.0%	-16.7%	-1.2%	5.3%	8.6	-14.6%	-17.6%	-14.0%	3.3%
COc1ccc(S(=O)(=O)NCC(=O)N(CC(=O)NCC2CCCO2)c2ccccc2C)cc1 (stereo not given)
 : 0.2%	-12.5%	-0.2%	20.1%	-6.9	2.7%	-0.5%	1.3%	-26.4%
Cc1ccccc1N/N=C/c1sc(=O)n(Cc2cccc(C(=O)O)c2)c1Cl
 : u	-41.7%	3.1%	-2.5%	8.4	-6.5%	-4.4%	u	u
NCCCCNS(=O)(=O)c1cccc2c(Cl)cccc12
 : 3.1%[58.9 µM]	x	x	17.2%	x	x	x	-1.4%[57.1 µM]	2.0%[57.1 µM]
O=C1C(C2=NC(C(=O)O)C3C(=O)N(c4ccccc4)C(=O)C23)=C(O)c2ccccc21 (stereo not given)
 : 34.0%[activator]	-9.8%	-3.7%	-1.4%	-3.8	-0.7%	-8.5%	-1.6%	1.5%
CCC[N+](C)(C)c1ccc(/C=C/c2ccnc3ccccc23)cc1
 : u	u	-9.2%	x	-2.1	x	x	x	x
Cc1cccc2nc(C(=O)Nc3cccc(C(=O)NC4CC4)c3)cn12
 : 12.6%	7.1%	5.8%	-16.3%	-10.7	x	x	4.0%	x
Cc1ccc(N2C(=O)CSC23C(=O)N(CC(=O)NCc2ccccc2)c2ccccc23)cc1C (stereo not given)
 : -4.5%	-13.0%	-3.3%	x	-2.1	-3.0%	-4.5%	-14.5%	-2.9%
CSc1ccc(/C=C/C(=O)c2c(O)cc(C)oc2=O)cc1
 : u	-15.2%	1.1%	-8.1%	-1.4	-3.9%	110.1%[activator]	-4.5%	-7.1%
CCOC(=O)c1c(CC(C)C)csc1/N=C/C1=C(O)CCCC1=O
 : -9.3%	9.4%	-14.4%	10.6%	3.1	-15.6%	-13.8%	-16.6%	u
CCCC12CN3CC(CCC)(CN(C1)C3c1c[nH]c3ccc(OC)cc13)C2=O (stereo not given)
 : 30.4%[activator]	-3.8%	-1.3%	x	0.0&1.4	-4.8%	-8.1%	-23.0%	1.7%
O=C(NCc1ccco1)/C(=C/c1ccc(F)cc1)NC(=O)c1ccccc1
 : -7.1%	-6.7%	-0.6%	37.8%[activator]	-7.5	-2.5%	-13.9%	-1.9%	-5.5%
C=CCn1c(-c2ccc(OC)cc2)nc2ccccc21
 : 2.8%	1.7%	4.3%	-0.2%	-2.6	0.7%	u	1.4%	-1.9%
Cc1ccc(C(=O)NCC(=O)OCC(=O)Nc2cccc(S(=O)(=O)N3CCCC3)c2)cc1C
 : -23.6%	-1.2%	2.4%	0.6%	-1.5	-6.4%	-17.1%	-6.6%	30.1%
